# Source: PubChem (National Center for Advancing Translational Sciences (NCATS))
# FLuc modulator: inhibits or activates purified firefly luciferase, miR-21 counter-screen | P08659 | 360,000 compounds, 6.9% hits | Potency, µM (doses to about 57.5 µM), inactives show top-dose activity change, negative = inhibition, most hits filed as inhibitors | purified FLuc, Km substrates, luminescence inhibition; active = well fitted inhibition curve with a large enough effect; inconclusive = small, poorly fitted or top-dose-only effect;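 note: plate controls were vehicle for no effect and reference inhibitor for full effect; nearly all actives have a fitted effect of over 55% in size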
# Target sequence (P08659 whole entry, looked up): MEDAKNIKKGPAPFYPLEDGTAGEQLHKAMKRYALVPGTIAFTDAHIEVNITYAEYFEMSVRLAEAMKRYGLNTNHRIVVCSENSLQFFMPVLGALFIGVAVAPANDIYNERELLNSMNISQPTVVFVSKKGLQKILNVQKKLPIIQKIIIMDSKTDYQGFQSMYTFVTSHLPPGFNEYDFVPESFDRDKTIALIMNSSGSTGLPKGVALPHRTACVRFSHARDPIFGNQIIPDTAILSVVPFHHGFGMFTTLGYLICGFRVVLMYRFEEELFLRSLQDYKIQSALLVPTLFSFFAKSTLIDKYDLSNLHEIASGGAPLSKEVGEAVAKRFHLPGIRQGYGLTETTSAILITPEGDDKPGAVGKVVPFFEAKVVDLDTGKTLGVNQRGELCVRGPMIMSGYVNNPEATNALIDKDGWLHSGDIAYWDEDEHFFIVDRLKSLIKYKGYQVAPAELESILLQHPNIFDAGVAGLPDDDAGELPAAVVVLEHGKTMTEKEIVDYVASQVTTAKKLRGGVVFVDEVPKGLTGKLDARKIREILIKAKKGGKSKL
#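 Purified P. pyralis luciferase (10nM final) with 10uM D-luciferin and 10uM ATP (Km levels) in 50mM Tris acetate pH 7.5, 10mM Mg acetate, 0.01% Tween-20, 0.05% BSA; qHTS 6-point titration, ~60 µM downward; luminescence read.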
# * = called active by the depositor; u = inconclusive. Potency is the fitted concentration of half-maximal effect. Only part of the results is shown; rates above refer to the full screens.
structure | FLuc modulator
O=C(CSc1nnc(CNC(=O)c2c(F)cccc2Cl)o1)Nc1ccccc1F | 2%
COc1cccc(CNC(=O)C2(c3cccs3)CCOCC2)c1 | 7%
COc1ccccc1CNC(=O)c1ccc2c(c1)N(Cc1ccc(C)cc1)CCS2 | 6%
COc1ccc(CNC(=O)c2cc3c(s2)-c2c(C)cccc2OC3)cc1 | -1%
COc1ccccc1-c1nn2c(=O)cc(CN3CCN(C(=O)/C=C/c4ccccc4)CC3)nc2s1 | -13%
CCc1ccc(NC(=O)C(=O)NCC(c2cccnc2)N2CCN(C)CC2)cc1 (configuration not stated) | -12%
CCc1ccc(CNC(=O)c2ccc3nc(C(C)C)oc3c2)cc1 | -12%
COc1ccc(N2CCN(CC(O)COc3ccc(C(C)(C)C)cc3)CC2)cc1 (configuration not stated) | -4%
Cc1ccccc1C(=O)n1nc(-c2ccco2)nc1NCc1ccc(Cl)cc1 | -1%
CSc1ncc(C(=O)NCc2ccc(F)cc2)c(-c2ccccc2)n1 | 0%
Cc1nc2nc[nH]n2c(=O)c1CCC(=O)Nc1ccc(F)cc1 | u
CCc1ccccc1NC(=O)Cn1c(=O)c2cccn2c2ccc(F)cc21 | 3%
COc1ccccc1C(=O)Nc1ccccc1C(=O)OCc1cc(=O)n2ccsc2n1 | -3%
COc1cc(Cl)c(NC(=O)CCS(=O)(=O)c2cc3c(cc2Cl)NC(=O)CO3)c(OC)c1 | -2%
CC(=O)N1CCc2c(sc3c2c(=O)n(-c2ccccc2)c(=O)n3CC(=O)c2ccccc2)C1 | -2%
CC(C)CCNC(=O)c1nn(C)c2c1CSc1ccccc1-2 | -6%
COC(=O)CSc1nnc(-c2cccc(O)c2)o1 | u
COc1cc(C2C(=O)N(C3CCC(C)CC3)CC(=O)N2CCc2ccc(Cl)cc2)ccc1OC(C)C (configuration not stated) | 4%
COc1ccc(CCNc2nc(-c3ccc(C)cc3)cc(C(F)F)n2)cc1OC | -4%
Cc1ccc(-c2cc3c(n2-c2ccccc2F)CC(C)(C)CC3=O)cc1 | -1%
CC(C)Oc1ccc(C(=O)N(Cc2ccco2)Cc2cccs2)cc1 | -18%
COc1c(C)cccc1C(=O)Nc1ccc(Cl)c(-c2nc3cc(C)ccc3o2)c1 | u
Cc1ccc(CNc2oc(-c3ccc(COc4ccc(Cl)cc4)o3)nc2C#N)cc1 | -8%
CCn1c(=O)c2cc(C(=O)NCCc3cccc(C)c3)sc2c2ccccc21 | -7%
Cc1ccc(CCNC(=O)c2nn(C)c3c2CSc2ccccc2-3)cc1 | -5%
O=C(Nc1ccc(F)cc1)C1CCN(c2nc3ccccc3n3cccc23)CC1 | 3%
COc1cccc(-c2nc(SCC(=O)NCC3CCCO3)c(-c3ccc(Cl)cc3)[nH]2)c1 (configuration not stated) | -10%
CCOc1ccc(S(=O)(=O)NCc2ccc3c(c2)CCN3C(=O)c2ccc(C)cc2)cc1 | -2%
O=c1c2oc3ccccc3c2n(Cc2ccc(Cl)cc2)c(=O)n1Cc1ccccc1 | -2%
Cc1ccc(CN2CCc3nc(N4CCN(C)CC4)ncc3C2)s1 | 0%
COc1cc(Nc2ncc3c(n2)CCN(Cc2ccc(OC(C)C)c(OC)c2)C3)cc(OC)c1 | -11%
Cc1ccc(-n2cnc3cc(C(=O)NC4CCCCCC4)ccc32)cc1Cl | -2%
CCC(C)NC(=O)CSc1nc2cc3c(cc2c(=O)n1CCCCCC(=O)NCc1ccc(OC)cc1)OCO3 (configuration not stated) | -2%
Cc1cc(C)c(NC(=O)CSc2nc(C)cc(C)c2C#N)c(C)c1 | 0%
CC(C)(C)C1CCc2c(sc(NC(=O)Cn3nnc(-c4ccccc4F)n3)c2C#N)C1 (configuration not stated) | u
Cc1nc2c(C(=O)NCCCN(CC(C)C)CC(C)C)cnn2c(C)c1Cc1c(F)cccc1Cl | -1%
O=c1c2cccnc2n(Cc2ccccc2F)c(=O)n1Cc1ccccc1Cl | -9%
COc1ccc(CCC(=O)NCc2nc3cccnc3n2Cc2ccc(F)cc2)cc1 | -5%
Nc1c(C(=O)Nc2cccc(Cl)c2)sc2nc3c(cc12)CN(Cc1ccccc1)CC3 | -1%
COc1ccc(Nc2nnc(-c3ccc(C)c(S(=O)(=O)NCc4nc5ccccc5[nH]4)c3)c3ccccc23)cc1 | u
COc1ccc(Cn2c(CCC(=O)Nc3cc(OC)c(OC)c(OC)c3)nc3cccnc32)cc1 | -9%
O=C(Cc1ccc(Cl)cc1)NCC(c1cccs1)S(=O)(=O)c1ccc(Cl)cc1 (configuration not stated) | -14%
CCN1C(=O)c2ccccc2S(=O)c2ccc(C(=O)N3CCN(c4ccccc4)CC3)cc21 (configuration not stated) | 2%
Cc1ccccc1Nc1c(-c2ccc(N3CCOCC3)cc2)nc2ccc(Cl)cn12 | 2.4µM*
COc1cccc(-c2csc(-c3c(N)c(C(=O)c4ccccc4)n4ccccc34)n2)c1 | 0%
Cc1ccc(Cn2c(CNC(=O)Cc3cccc(C)c3)nc3cccnc32)cc1 | 6%
Cc1cc2c(cc1NC(=O)c1ccccc1C)n(C)c(=O)c(=O)n2C | -1%
CCOC(=O)c1c(NC(=O)c2nc(SCC)ncc2Cl)sc2c1CCCC2 | 0%
Cc1ccc(NC(=O)Cn2c(=O)n(Cc3nc(C)no3)c(=O)c3cc4c(cc32)OCO4)c(Cl)c1 | -5%
Cc1cccc(NC(=O)c2cc3c([nH]c2=O)CC(c2ccccc2)CC3=O)c1 (configuration not stated) | -3%
COc1ccccc1CNC(=O)c1cc2sccc2n1Cc1ccc(F)cc1 | 0%
O=C(Cn1c(=O)n2nc(-c3cccc(F)c3)nc2c2ccccc21)N1CCN(c2ccc(F)cc2)CC1 | -2%
COCCNC(=O)C(=O)Nc1ccc2nc3n(c(=O)c2c1)CCCCC3 | 5%
CCc1nc2ccccc2n1CCCCOc1cccc(C)c1 | -19%
CCOC(=O)C1CCN(S(=O)(=O)c2ccc(N3CCCCS3(=O)=O)cc2)CC1 | -2%
COC(=O)c1ccccc1NC(=O)CCCS(=O)(=O)c1nc(-c2ccccc2OC)cc(C(F)(F)F)n1 | -3%
Cc1cc2n(n1)CCC(=O)N2Cc1ccc(C(=O)Nc2ccc(Br)c(C)c2)cc1 | u
CCOc1ccc(-n2nc(CO)c(C(=O)NCc3ccccn3)n2)cc1 | u
O=C(NCc1ccccc1)C1CCN(S(=O)(=O)Cc2ccccc2)CC1 | -5%
CCC(CC)C(=O)Nc1ccc2nc(SCC(=O)N3CCCC3)sc2c1 | -5%

# (further entries)
structure | FLuc modulator
COc1ccccc1OCC(=O)NC1CC(=O)N(c2ccc3c(c2)OCCO3)C1 (configuration not stated) | -4%
CCc1ccc(NC(=O)CN2CCN(Cc3ccccc3)S2(=O)=O)cc1 | -11%
COc1cccc2c(C)cc3nnc(SCC(=O)Nc4ccc(C)cc4)n3c12 | -15%
COCCNC(=O)CSc1nc(-c2ccccc2)[nH]c1-c1ccc(C)cc1 | -6%
COc1ccc(-n2c(=O)c3ccccc3n(Cc3ccccc3Cl)c2=O)cc1 | -3%
COc1ccc(-c2nc3scc(CCNC(=O)c4cc(OC)cc(OC)c4)n3n2)cc1 | -5%
CCOc1ccc(N2CC(c3nc4ccccc4n3CC(C)C)CC2=O)cc1 (configuration not stated) | -2%
Cn1c(=O)c(=O)n(C)c2cc(NS(=O)(=O)c3ccc(Br)cc3)c(Cl)cc21 | u
Cc1ccc2nc(-c3ccsc3)c(Nc3ccccc3C)n2c1 | 4%
CCCCNC(=O)CCn1c(=O)c2ccccc2n(Cc2cccc(Cl)c2)c1=O | 0%
COCCCNC(=O)CCCN1C(=O)CCn2nc(-c3cn(C)c4ccccc34)cc21 | -1%
Cc1cccc(N2CCN(C(=O)CN3C(=O)COc4ccc(S(=O)(=O)N5CCOCC5)cc43)CC2)c1C | 4%
CCOc1ccc(NC(=O)Cn2c(=O)n(CCCCC(=O)NCc3ccc4c(c3)OCO4)c(=O)c3ccccc32)cc1 | 0%
CC(=O)C1=C(c2ccccc2)N(C(C)=O)n2c(nnc2C2CCCCC2)S1 | 2%
CCC1CCCCN1CCCNC(=O)c1cc2c(=O)n(CC)c3ccccc3c2s1 (configuration not stated) | 0%
Cc1ccc2c(c1)C(=O)C(=O)N2Cc1ccc(OC(C)C)cc1 | -9%
CCOC(=O)c1c(C)[nH]c(C)c1S(=O)(=O)NCC(=O)Nc1cccc(SC)c1 | -9%
COc1ccc(N2C(=O)CS(=O)(=O)C23C(=O)N(Cc2cccc(F)c2)c2ccccc23)cc1OC (configuration not stated) | -3%
CC1=C(C(=O)NCCc2ccc(Cl)cc2)C2(CCCCC2)OC1=O | 4%
CC(C)Oc1ccc(CNC(=O)c2ccc(CN3CC(=O)N4CCCCC4C3=O)cc2)cc1 (configuration not stated) | -5%

# (continued)
molecule | FLuc modulator
Cc1cc(C)c(NC(=O)Cn2c(=O)n(CCCCC(=O)NCc3ccccc3Cl)c(=O)c3ccccc32)c(C)c1 | -5%
Cc1cc(Cl)ccc1NC(=O)CN1C(=O)COc2ccc(S(=O)(=O)N3CCC(C)CC3)cc21 | -5%
COc1ccc(CNC(=O)CCc2c(C)nc3cc(-c4ccc(OC)cc4OC)nn3c2C)cc1 | -11%
O=C(CCC1N=C2c3ccccc3N=C(SCC(=O)Nc3ccccc3F)N2C1=O)NCc1ccco1 (configuration not stated) | -3%
COc1cccc(-n2c(SCC(=O)Nc3ccc(F)cc3F)nc3c([nH]c4ccccc43)c2=O)c1 | -1%
Cc1ccc(C2CC(=O)N(Cc3ccccc3F)c3c2c(C)nn3-c2nc(C)cc(C)n2)cc1 (configuration not stated) | -3%
O=C(NCc1cccc(F)c1)c1ccc(-n2cnc3cccnc32)cc1 | -6%
Cc1ccc(-n2ncc(C(=O)NCCCN3CCc4ccccc4C3)c2C2CCN(C(=O)OC(C)(C)C)CC2)cc1C | -9%

# Among those listed so far, these contain bromine:
molecule | FLuc modulator
Cc1cc2n(n1)CCC(=O)N2Cc1ccc(C(=O)Nc2ccc(Br)c(C)c2)cc1 | u
Cn1c(=O)c(=O)n(C)c2cc(NS(=O)(=O)c3ccc(Br)cc3)c(Cl)cc21 | u

# Part of the list above, set out differently:
CCOc1ccc(NC(=O)Cn2c(=O)n(CCCCC(=O)NCc3ccc4c(c3)OCO4)c(=O)c3ccccc32)cc1
- FLuc modulator: 0%
COc1ccccc1CNC(=O)c1cc2sccc2n1Cc1ccc(F)cc1
- FLuc modulator: 0%

# Some of these compounds in order of SMILES length, rising.
molecule | FLuc modulator
O=c1c2cccnc2n(Cc2ccccc2F)c(=O)n1Cc1ccccc1Cl | -9%
Cn1c(=O)c(=O)n(C)c2cc(NS(=O)(=O)c3ccc(Br)cc3)c(Cl)cc21 | u
COc1cccc(-n2c(SCC(=O)Nc3ccc(F)cc3F)nc3c([nH]c4ccccc43)c2=O)c1 | -1%
COc1ccc(Nc2nnc(-c3ccc(C)c(S(=O)(=O)NCc4nc5ccccc5[nH]4)c3)c3ccccc23)cc1 | u

# New compounds follow:
molecule | FLuc modulator
CC(C)Nc1ccc(-c2nc(-c3ccco3)no2)cc1[N+](=O)[O-] | 0%
COc1ccc(/C=C\C(=O)NC2CC(=O)N(c3ccccc3)C2)cc1OC (configuration not stated) | 4%
CCC1CCc2c(sc(NC(=O)C3c4ccccc4Oc4ccccc43)c2C(=O)OC)C1 (configuration not stated) | 1%
CCc1cc(=O)oc2c3c(c(Cl)cc12)OCN(Cc1cccc(OC)c1)C3 | -14%
CC(=O)Nc1ccc(NC(=O)Cn2c(=O)ccc3cc(S(=O)(=O)N4CCC(C)CC4)ccc32)cc1 | 0%
CCc1c(-c2ccccc2)nc2ccccc2c1C(=O)NC(C)c1ccccc1 (configuration not stated) | -3%
Cc1ccc(-n2nc(C(=O)NC(C)C)c(=O)n(C)c2=O)cc1 | -1%
COc1cccc(N2CCN(C(=O)c3c4c(nc5ccccc35)C(=O)N(C3CCCCC3)C4)CC2)c1 | -12%
Cc1cc(C)c(NC(=O)Cn2c(=O)n(CC(=O)NCc3ccccc3Cl)c(=O)c3sccc32)c(C)c1 | 0%
CCc1ccc(NC(=O)CCCn2nc(C)c3c(C)n(-c4ccccc4)nc3c2=O)cc1 | -6%
Cc1ccc(Cl)cc1NC(=O)Cc1ccc(-n2c(C)nc3cccnc32)cc1 | -1%
Cn1nnc2c(N3CCN(c4ccccc4F)CC3)ncnc21 | 0%
CCOC(=O)Cc1c(C)nc2c(-c3ccc(Cl)cc3)c(C(F)(F)F)nn2c1C | 2%
COc1ccc(CNc2nc3c(c(=O)n(C)c(=O)n3C)n2Cc2ccccc2Cl)cc1 | 1%
COc1ccc(Cl)cc1NC(=O)c1cnc(SC)nc1-c1ccccc1 | -10%
CCn1cc(S(=O)(=O)c2ccc(OC)cc2)c(=O)c2cc(F)c(N3CCC(C)CC3)cc21 | 6%
CCCCc1nnc(SCc2cc(=O)c3cc(C(=O)OCC)ccc3[nH]2)n1C | -11%
CCOc1ccc(NC(=O)c2ccc3c(SCC(=O)O)c4c(nc3c2)CCC4)cc1 | 24µM*
CN(C)c1ccc(CNC(=O)CN2C(=O)CCn3nc(-c4cn(C)c5ccccc45)cc32)cc1 | -2%
OCCN1CCN(c2ncnc3c2cnn3-c2cccc(Cl)c2)CC1 | u
CCOc1cc(CNC(=O)NC2COc3ccccc3C2)cc(OCC)c1OCC (configuration not stated) | 2%
COc1ccc(-n2c(/C=C/c3cccc(C(F)(F)F)c3)nc3ccccc3c2=O)cc1Cl | -1%
COc1ccc(N2CCN(c3csc4ccc(Cl)cc4c3=O)CC2)cc1 | -20%
CCSc1nnnn1-c1cccc(C(=O)O)c1 | -17%
Cc1ccc(NC(=O)C(=O)NCC(c2cccnc2)N2CCN(C)CC2)cc1C (configuration not stated) | -9%
Cc1cc(C)c(Cn2c(=O)n(-c3ccccc3Cl)c(=O)c3c(C)c(C(=O)N(C)C)sc32)c(C)c1 | 10%
CCOc1ccc(NC(=O)Cn2c(=O)n(Cc3ccc4c(c3)OCO4)c(=O)c3ccc(C(=O)NC4CCCCC4)cc32)cc1 | -3%
